# HUVEC tox IL1B: cytotoxicity in IL-1B stimulated HUVEC, primary screen, cytotoxicity control for IL-1B NFkB translocation project, imaging, Hoechst nuclear count, IL-1B stimulus. HUVEC cell count loss. actives 0.41% (n = 94,000). cell count reduction, % at 2 µM. AID 845, 2007;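 active means cell count reduction more than 3 SD above the screen-wide mean, cut at about 70% in these data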;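 further: normalized per plate to untreated control cells as the no-loss baseline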
# Lung fibro prol: antiproliferative effect on LL 47 fibroblasts – human, LL 47 cells, CellTiter-Glo luminescence, primary screen; actives 1.1% (n = 85,000); viability, % at 10 µM; LL 47 human lung fibroblast viability, ATP luminescence; stronger effect = lower value; AID 719, 2007;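 active means viability at or below 50% in the single dose screen; inactive means viability above 50%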;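 further: compound exposure lasted 72 h before the ATP readout; 100% = median luminescence of untreated cell-only wells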
#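 Assay system: human lung fibroblast line LL 47, low passage. Input: 1,150 fibroblasts seeded per well. Times: overnight cell rest, 72 h compound treatment at 37 °C. Evaluation: % viability of median cell-only signal. Technique: luminescent ATP detection, CellTiter-Glo. Control set: cell-only wells, no compound.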
# HUVEC tox TNFa: cytotoxicity in TNFa-stimulated HUVEC, primary screen, cytotoxicity control for VCAM1 expression modulator project, imaging, Hoechst nuclei count | cell count reduction, % at 2 µM | AID 848, 2007 | HUVEC TNFalpha-stimulated, Hoechst cell count | actives 0.17% (n = 93,000);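 active means cell count reduction exceeding the screen mean by over 5 SD, scaled to untreated wells per plate, cut at about 78% in these data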;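 further: cells counted after 24 h of TNF alpha exposure following the 1 h pretreatment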
# H69AR inhibit: proliferation blockers of H69AR lung cancer cells, primary screen, cell-based, human, 86K library; H69AR lung tumor viability, ATP luminescence, 72 h; stronger effect = lower value; viability, % at 10 µM; actives 6% (n = 85,000); AID 598, 2007;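 active means viability at or below 40%; inactive means viability above 40%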;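 further: multidrug resistant small cell line overexpressing MRP-1 efflux transporter; 100% = mean luminescence of untreated control wells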
# Smad3 FoxH1 inh: Smad3/FoxH1 peptide binding inhibitors, primary screen, biochemical, TR-FRET | actives 0.29% (n = 88,000) | TR-FRET Smad3/Dy647-FoxH1 peptide binding, europium anti-His | inhibition, % at 25 µM | Mothers against decapentaplegic homolog 3 (Homo sapiens), P84022;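 active means compounds that reduce the energy-transfer binding signal between the protein and its labelled peptide by more than half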;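 further: 0% = Smad3 plus labelled peptide maximal FRET and 100% = peptide-only background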
# Target sequence (P84022 whole entry, looked up): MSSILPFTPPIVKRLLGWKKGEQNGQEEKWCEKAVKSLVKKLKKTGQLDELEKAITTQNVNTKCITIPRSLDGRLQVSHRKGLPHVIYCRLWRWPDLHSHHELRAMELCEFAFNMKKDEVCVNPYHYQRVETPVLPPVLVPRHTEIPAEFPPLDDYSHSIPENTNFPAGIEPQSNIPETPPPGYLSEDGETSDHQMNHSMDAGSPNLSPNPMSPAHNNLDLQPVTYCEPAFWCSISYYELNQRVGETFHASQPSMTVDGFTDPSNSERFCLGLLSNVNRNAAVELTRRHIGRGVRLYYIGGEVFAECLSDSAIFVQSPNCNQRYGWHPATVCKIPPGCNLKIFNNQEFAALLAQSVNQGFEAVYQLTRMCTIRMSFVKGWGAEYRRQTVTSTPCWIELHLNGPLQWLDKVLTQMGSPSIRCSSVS
# Pyk2 oligo antag: antagonists of Pyk2 self-association, primary screen, Q293 cells, FERM NanoBiT luminescence, HTS | z-score (the deposit names both 25 µM and 10 µM) | actives 0.83% (n = 99,000) | AID 1347419, 2020 | stronger effect = lower value;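 active means Z-score of -3 or lower, scaled per plate to the spread of control and sample wells; inactive means z-score above -3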;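 further: negative z-score means lost luminescence so less FERM oligomerization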
# cytoskel mod: modifiers of F-actin cytoskeleton organization, primary screen, imaging, HUVEC, phalloidin staining, high-content imaging; actives 0.18% (n = 91,000); HUVEC TNFa F-actin phalloidin imaging; inhibition, % at 2 µM; AID 836, 2007;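 active means inhibition above the batch mean plus 3 SD and confirmed as a hit by visual image inspection, cut at about 30% in these data, passing the limit was not always enough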; further: strong numbers were not always called active
# HUVEC prolif 384: inhibitors of HUVEC proliferation, primary screen, cell-based, 384-well | CellTiter-Glo luminescence, 72 h; stronger effect = lower value | viability, % at 10 µM (by protocol) | actives 1.1% (n = 86,000) | AID 648, 2007;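 active means viability at or below 30%; inactive means viability above 30%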;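 further: 100% = median luminescence of DMSO-only cell control wells on each plate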
# VCAM1 TNFa inh: inhibitors of TNFa-induced VCAM1 expression, primary screen, imaging, HUVEC, TNFa stimulus, immunofluorescence | HUVEC TNFa-induced VCAM-1 immunofluorescence, high-content imaging | inhibition, % at 2 µM | actives 0.48% (n = 95,000) | AID 802, 2007;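 active means inhibition above the batch mean plus 3 SD, with images confirmed as a hit by eye, cut at about 37% in these data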;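 further: 0% = TNF-stimulated DMSO wells and 100% = unstimulated control wells; not every result past the cut was called active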
# Starred values were filed as active, the others as inactive; . = no result given; [ ] = remark or other dose.
SMILES,HUVEC tox IL1B,Lung fibro prol,HUVEC tox TNFa,H69AR inhibit,Smad3 FoxH1 inh,Pyk2 oligo antag,cytoskel mod,HUVEC prolif 384,VCAM1 TNFa inh
Cc1ccc(SCc2nnc(N)s2)cc1,9.4,94.9,-11.3,101.9,-0.3,1.78,-1.8,97.3,-0.4
CCn1nnnc1NCc1cccn1C,.,99.6,.,94.0,14.9[fluorescence artefact?],0.62,.,100.6,.
CC(C)(C)S(=O)(=O)c1cnc2c(-c3ccc(Cl)cc3)cnn2c1N,10.5,.,-1.8,.,.,0.21,10.8,.,12.6
CCN1CCN(C(c2ccc(OC)c(OC)c2)c2nnnn2C(C)(C)C)CC1 (stereo not drawn),.,101.7,.,98.1,0.4,0.56,.,96.1,.
CCCCSc1nc(N)c(NC(=O)c2ccco2)c(=O)[nH]1,-11.7,98.2,-13.8,101.7,13.7,.,-5.3,107.3,6.4
O=C(NCC1CCCO1)c1ccc(CS(=O)(=O)Cc2ccc(F)cc2)o1 (stereo not drawn),4.1,.,6.2,.,.,-0.33,8.3,.,-7.2
CCc1c(C)sc(NC(=O)c2ccco2)c1C(=O)N1CCOCC1,-27.3,98.2,-44.8,88.7,-1.9,-0.54,-3.7,112.3,20.9
CC1CCCCC1NC(=O)Cn1c(CN2CCCCC2)nc2ccccc2c1=O (stereo not drawn),28.9,86.6,8.0,99.2,-8.0,0.88,7.7,97.1,-11.5
Cc1nn(-c2ccccc2)c2sc(C(=O)N3CCOCC3)cc12,-3.7,90.0,2.2,106.3,-3.4,-1.03,0.6,74.8,17.3
Cn1c(-c2ccc(F)cc2)cnc1SCC(=O)Nc1ccccc1N1CCOCC1,-2.9,95.2,-9.7,99.9,-0.5,0.72,-10.1,102.0,8.3
Cc1ccc(C)c(OCC(=O)Nc2ccc3c(c2)OCO3)c1C,-18.6,94.8,34.7,21.4*,-1.6,-0.46,-7.0,87.6,2.1
COC(=O)Nc1nc2c(C)cccc2s1,-19.8,98.7,.,62.4,3.6,-0.21,-11.1,75.4,-34.0
N#CCCN(C(=O)CSc1nc(-c2ccccc2)cn1N)c1ccc(F)cc1,15.0,96.2,-17.2,93.9,-15.0,-1.78,.,95.7,2.8
COCCn1nnnc1C(C(C)C)N(Cc1ccccc1)Cc1cc2cc(OC)ccc2[nH]c1=O (stereo not drawn),.,89.2,.,4.8*,-8.0,-0.53,.,70.8,.
Cc1ccc(-c2n[nH]c(=S)n2-c2ccccc2)cc1,-29.4,102.1,-20.0,94.4,-3.4[fluorescence artefact?],0.07,15.3,97.7,0.9
COc1ccc(OC)c(NC(=O)CSc2nc3c(c(=O)n(C)c(=O)n3C)n2C)c1,-4.1,89.2,3.7,85.0,2.3,1.23,47.0,90.3,7.3
Cc1ccc(C(=O)C2=C(O)C(=O)N(CCN(C)C)C2c2ccccn2)o1 (stereo not drawn),3.7,102.9,-3.7,78.0,3.8,.,-3.9,92.3,8.7
O=C(O)C(CC(=O)N1CCOCC1)NCc1ccccc1 (stereo not drawn),-29.0,99.1,.,93.0,10.6,.,.,102.3,.
O=C(c1ccc(Cn2c(=O)[nH]c3ccccc3c2=O)cc1)N1CCN(c2ccc(F)cc2)CC1,15.2,107.0,-2.3,90.5,11.5,0.91,10.8,81.1,1.3
OC(CN1CCOCC1)C12CC3CC(CC(C3)C1)C2 (stereo not drawn),18.2,95.5,13.0,88.2,-3.7,-0.09,29.9,98.8,-9.0
O=C(CSc1nnc(Cc2ccccc2)o1)Nc1ccc2c(c1)OCO2,-20.8,97.7,-6.7,64.5,10.0,1.63,-1.1,89.4,-1.0
Cc1c(NC(=O)c2ccco2)cccc1-c1nc2cccnc2s1,1.5,95.8,-13.3,84.6,-2.2,.,-6.5,95.1,12.8
Clc1ccc(OCc2nc(-c3ccccn3)no2)c(Br)c1,-14.3,98.4,-26.8,100.5,11.8,.,-10.2,53.4,16.2
Cc1nc(C)c(C(=O)Nc2cccc(C)c2C)o1,.,98.7,.,89.6,-0.1,.,.,94.4,.
CCN(CC)CCOc1ncnc2c1oc1ccccc12,0.0,96.4,52.0,83.9,-5.5,2.03,-30.6,89.6,-7.4
CCOc1ccc(NC(=O)CSc2nnc(Cn3c(=O)sc4ccccc43)n2C)cc1,.,88.0,.,82.5,-1.6,.,.,82.5,.
CCN(Cc1ccccc1)Cc1cccc([N+](=O)[O-])c1,56.1,.,-5.9,.,.,0.7,9.1,.,9.7
COc1ccc2c(c1)c(CC(=O)Nc1ccc(C)cc1)c(C)n2C(=O)c1ccc(Cl)cc1,-3.5,.,-10.3,.,.,-0.75,-2.7,.,-7.6
O=C(Nc1nccs1)NC1CCCCC1,-53.3,90.8,-29.6,97.7,-0.9,-0.52,11.8,104.0,-1.2
O=C(NCc1ccc(F)cc1)C(c1ccccc1)N(CC1CCCO1)C(=O)Cn1nnc2ccccc21 (stereo not drawn),-1.0,94.8,2.9,70.1,1.2,-0.05,18.2,100.5,3.2
O=C1CCCCCN1Cc1nnc(SCc2nc3ccccc3s2)n1-c1ccccn1,.,99.2,.,92.7,3.4,-0.02,.,92.0,.
CCC(COC(=O)Nc1cccc(C)c1C)NC(=O)OCC(C)C (stereo not drawn),2.9,106.3,-1.2,96.8,5.4,2.32,-3.2,109.3,0.3
CC(=O)NC1(C2CCCCC2=O)CCCCC1 (stereo not drawn),33.1,104.3,-1.6,107.5,0.3,0.94,17.3,105.8,-8.2
CC(=O)NC(Cc1c[nH]c2ccccc12)C(=O)Nc1ccc2c(c1)OCO2 (stereo not drawn),-11.2,104.0,-23.8,95.3,13.2,-0.72,-1.9,88.2,3.0
COc1ccc(NC(=O)Nc2nccs2)cc1,-5.5,85.8,-36.0,20.3*,5.6,-0.2,9.4,57.2,12.9
Cc1ccc2c(c1)C(c1ccc(F)cc1)N(C(=O)C1CC1)CC(=O)N2 (stereo not drawn),16.1,92.8,-39.9,91.2,-3.6,.,1.7,87.5,14.6
COc1cc(C2C(C(=O)c3ccco3)=C(O)C(=O)N2Cc2cccnc2)cc(OC)c1OC (stereo not drawn),6.5,.,-67.7,.,.,-0.26,-6.8,.,-49.1
O=S(=O)(NCc1cc(-c2ccccc2Cl)no1)c1ccccc1,0.4,.,-17.3,.,.,-0.36,46.5,.,5.8
CCCOc1cccc(C2/C(=C(/O)c3ccncc3)C(=O)C(=O)N2CCCN(C)C)c1 (stereo not drawn),.,96.5,.,91.2,-3.2,.,.,100.7,.
Cc1ccc(S(=O)(=O)N2CCOCC2)cc1C(=O)OCC(=O)N1CCc2ccccc2C1,-5.2,96.0,26.7,80.7,3.3,1.89,-4.3,93.3,-3.5

# Molecules above that have two or more sulfur atoms, in the order listed:
SMILES,HUVEC tox IL1B,Lung fibro prol,HUVEC tox TNFa,H69AR inhibit,Smad3 FoxH1 inh,Pyk2 oligo antag,cytoskel mod,HUVEC prolif 384,VCAM1 TNFa inh
Cc1ccc(SCc2nnc(N)s2)cc1,9.4,94.9,-11.3,101.9,-0.3,1.78,-1.8,97.3,-0.4
CCOc1ccc(NC(=O)CSc2nnc(Cn3c(=O)sc4ccccc43)n2C)cc1,.,88.0,.,82.5,-1.6,.,.,82.5,.
O=C1CCCCCN1Cc1nnc(SCc2nc3ccccc3s2)n1-c1ccccn1,.,99.2,.,92.7,3.4,-0.02,.,92.0,.

# Next section:
SMILES,HUVEC tox IL1B,Lung fibro prol,HUVEC tox TNFa,H69AR inhibit,Smad3 FoxH1 inh,Pyk2 oligo antag,cytoskel mod,HUVEC prolif 384,VCAM1 TNFa inh
CCCOc1ccc(-c2nc(C#N)c(N3CCN(CC)CC3)o2)cc1,8.8,96.4,52.5,83.6,-1.0,-0.19,-14.8,92.8,47.3
CC(=O)Nc1ccccc1C(=O)N1CC(C)OC(C)C1 (stereo not drawn),-27.0,95.3,-39.9,88.8,1.1,-0.04,-14.2,105.2,-52.0
Cc1cc(C)nc(N(C#N)S(=O)(=O)c2ccccc2Cl)n1,-27.8,95.6,-10.6,.,-4.8,0.72,12.7,107.0,1.6
CCC(=O)N1CCc2cc(S(=O)(=O)CCC(=O)Nc3c(C)n(C)n(-c4ccccc4)c3=O)ccc21,-186.7,104.9,-13.5,99.3,8.6,.,2.9,99.6,8.9
CCN=C1Cn2c(nc3scc(-c4ccccc4)c3c2=O)CN1CC,-24.4,102.1,-3.5,99.3,6.3,-0.15,-13.7,105.6,20.8
Cc1ccc(S(=O)(=O)N2CC3(C)CN(S(=O)(=O)c4ccc(C)cc4)CC(C)(C2)C3)cc1,-4.7,100.8,-21.7,99.6,20.5,1.26,18.5,97.7,1.1
O=C(N/N=C/C(Cl)=C\c1ccccc1)c1cnccn1,-6.8,95.5,-0.5,60.2,10.8,1.61,-21.0,93.5,-62.9
O=C(OCC(=O)c1ccc(Cl)cc1Cl)c1ccc2c(c1)C(=O)N(c1cccc3ncccc13)C2=O,-2.4,.,-14.9,.,.,-0.35,12.4,.,-7.7
C/C=C/Cn1c(N2CCCCCC2)nc2c1c(=O)[nH]c(=O)n2C,27.1,92.0,3.4,77.7,1.3,1.07,13.3,90.0,-9.2
O=C1CC(N2CCN(S(=O)(=O)c3ccc(Cl)cc3)CC2)C(=O)N1CCc1ccccc1 (stereo not drawn),-12.8,97.2,24.5,81.5,-4.9,-1,1.1,104.0,-18.3
CC(=N)C1=C(O)CC(C)(C)CC1=O,.,112.9,.,93.1,-5.8,0.38,.,93.2,.
CC(C)Oc1ccc(/C(O)=C2/C(=O)C(=O)N(Cc3cccnc3)C2c2ccco2)cc1 (stereo not drawn),-40.7,97.2,10.3,85.1,-4.5,-0.24,-16.9,105.0,-1.6
Cc1c(CNC(=O)c2cnn3c2NC(c2ccc(Br)cc2)CC3C(F)(F)F)cnn1C (stereo not drawn),21.7,94.1,-9.3,91.5,-8.8,-0.13,4.5,84.2,-6.9
CCn1c(=O)[nH]c2cc(C(=O)N3CCN(c4ccccc4)CC3)ccc2c1=O,-29.4,.,-3.4,.,.,0.45,5.6,.,-6.3
O=c1[nH]n(-c2cccc(Cl)c2)c2ncccc12,-27.9,.,2.0,.,.,0.83,-6.7,.,9.6
CN(C)c1ccc(S(=O)(=O)c2ccc(Cl)cc2)cc1,-11.9,99.9,-20.6,104.2,4.5,-1.18,4.9,87.6,5.1
CC(C)(C)NC(=O)c1cccc(NC(=O)CSc2ccccc2)c1,10.9,.,-10.7,.,.,0.2,12.2,.,6.2
OCCNCc1cc(Br)ccc1OCc1ccc(Cl)cc1,-1.7,.,-7.0,.,.,-0.31,22.9,.,-29.7
COc1ccc(C(=O)Nc2oc(-c3ccccc3)c(-c3ccccc3)c2C#N)cc1OC,.,98.8,-13.6,86.2,-6.7,-2.91,7.4,90.2,6.2
COc1ccc(-c2nnc(NC(=O)c3ccc(F)cc3)o2)cc1,0.0,57.4,-6.1,75.5,-2.3,.,0.7,55.2,-4.3

# Compound activity: PubChem BioAssay, several laboratories

# These rows are one share of the data; count on the stated rates, not on these rows.
